Bioassay records (PubChem)
PAFAH2 inh: inhibitors of human PAFAH2; Q99487; recombinant PAFAH2, FP-rhodamine activity probe, fluorescence polarization; 0.99% of 340,000 active; inhibition, % at 3.39 µM;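 active = inhibition above the mean over all tested compounds plus 3 SD, cut at about 30% in these data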;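 also: inhibitors block probe labeling of enzyme so polarization drops; 0% = enzyme with DMSO and 100% = wells lacking PAFAH2 protein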
PAFAH1B2 inh: inhibitors of human PAFAH1B2. P68402. recombinant PAFAH1B2, FP-rhodamine activity probe, fluorescence polarization. inhibition, % at 3.39 µM. 1.2% of 340,000 active;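 active = inhibition above the mean of all tested compounds plus 3 SD, cut at about 24% in these data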;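 also: 0% = enzyme with DMSO and 100% = wells lacking PAFAH1B2; many of its hits are not listed in these tables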
Target sequence (P68402 whole entry, looked up): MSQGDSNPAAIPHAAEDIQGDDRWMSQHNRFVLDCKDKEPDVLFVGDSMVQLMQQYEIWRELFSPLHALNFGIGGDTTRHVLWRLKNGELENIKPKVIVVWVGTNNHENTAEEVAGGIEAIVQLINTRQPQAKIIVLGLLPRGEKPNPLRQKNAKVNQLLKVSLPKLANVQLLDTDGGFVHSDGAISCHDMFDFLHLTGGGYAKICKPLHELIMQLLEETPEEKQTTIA
PAFAH1B3 inh: inhibitors of human PAFAH1B3 | 0.28% of 340,000 active | recombinant PAFAH1B3, FP-rhodamine probe, fluorescence polarization | Q15102 | inhibition, % at 3.39 µM;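 active = inhibition above the screen-wide average of all tested compounds plus 3 SD, cut at about 25% in these data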;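 also: 0% = enzyme with DMSO only and 100% = wells lacking PAFAH1B3 protein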
Target sequence (Q15102 whole entry, looked up): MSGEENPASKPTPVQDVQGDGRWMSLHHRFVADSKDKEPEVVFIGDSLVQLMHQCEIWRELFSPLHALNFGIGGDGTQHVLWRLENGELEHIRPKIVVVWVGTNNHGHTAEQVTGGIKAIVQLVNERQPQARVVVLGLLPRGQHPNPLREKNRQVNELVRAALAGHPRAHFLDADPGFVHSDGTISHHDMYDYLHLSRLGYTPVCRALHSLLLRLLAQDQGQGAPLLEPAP
* = called active by the depositor. These rows are one share of the data, so the mix of outcomes need not match the whole.

SMILES	PAFAH2 inh	PAFAH1B2 inh	PAFAH1B3 inh
CC(=O)c1cccc(NC(=O)Nc2ccc3c(c2)OCO3)c1	-16	0	-2
O=C(CC(=O)NN=Cc1ccc2c(c1)CCC2)NN=Cc1ccc2c(c1)CCC2	0	-4	5
Cc1cccc(NC(=O)c2cc(S(=O)(=O)N3CCCCC3)ccc2Cl)n1	10	7	6
COc1ccc(NC(=O)C(OC(=O)Cn2cnc3c2c(=O)n(C)c(=O)n3C)c2ccccc2)cc1Cl (stereo not drawn)	-3	-2	8
Cc1ccc(S(=O)(=O)NCC(=O)N(CCc2ccccc2)CC(=O)NCc2ccco2)cc1	9	9	0
COc1cccc(NC(=O)CN(C)C(=O)c2cccc(S(=O)(=O)N3c4ccccc4CC3C)c2)c1 (stereo not drawn)	5	5	0
CCOC(=O)C1CCCN(C(=O)c2cc3ccc(OC)cc3[nH]2)C1 (stereo not drawn)	4	1	5
CC(=O)c1ccc(OCC(O)CN2CCN(S(=O)(=O)c3c(C)cc(C)cc3C)CC2)cc1 (stereo not drawn)	-2	9	7
O=[N+]([O-])c1cccc(-c2ccc3nnc(SCc4cccnc4)n3n2)c1	0	-4	0
COc1ccc(-c2nnc3ccc(SCC(=O)N4CCN(c5ccccc5)CC4)nn23)cc1	-4	3	6
COc1ccc2nc(SC(C)C(=O)NC3CCCC3)[nH]c2c1 (stereo not drawn)	-4	-1	1
Cc1ccc(Cl)cc1NS(=O)(=O)c1ccccc1	5	1	14
COC(=O)C1CCC(=O)N1C(c1ccc(OC)cc1)c1cc(OC)c(OC)c(OC)c1 (stereo not drawn)	0	-2	7
O=S(=O)(Nc1ccc(-c2ccccc2)cc1)c1ccccc1	-1	1	-7
COc1ccc(C2(CO)OC(CO)C(O)C2O)cc1 (stereo not drawn)	3	4	4
S=C(Nc1ccc2nc(-c3ccccn3)c(-c3ccccn3)nc2c1)N1CCCCC1	10	6	7
S=C1CCSc2ccc(Cl)cc2N1	2	4	4
COc1ccc(-n2c(C)c(C)c3c(NCCCO)ncnc32)cc1	6	4	4
Nc1ccc2c(c1)C(O)c1ccc(Cl)cc1-2 (stereo not drawn)	-6	-2	-2
CCC(C)c1c(NS(=O)(=O)c2ccc(C)cc2)o[nH]c1=O (stereo not drawn)	-5	4	4
CC(=O)N1c2ccccc2Sc2ccccc21	5	2	1
COCCN(C(=O)COC(=O)CCOc1cc(C)ccc1C)c1c(N)n(Cc2ccccc2)c(=O)[nH]c1=O	1	-1	3
Cn1c(C(=O)N2CCN(c3ccc([N+](=O)[O-])cc3)CC2)cc2c(=O)[nH]c3ccccc3c21	4	5	-1
Cc1ccc(C)c(C(=O)COC(=O)CCN2C(=O)C3C4CCC(C4)C3C2=O)c1 (stereo not drawn)	0	-1	5
Cc1ccc(C(=O)CSc2ncnc3sc4c(c23)CCC(C)C4)cc1 (stereo not drawn)	2	-3	4
(further entries)
SMILES	PAFAH2 inh	PAFAH1B2 inh	PAFAH1B3 inh
CCc1nc(SCC(=O)O)c2c3c(sc2n1)COC(C)(C)C3	-1	6	5
CCCc1ccc(S(=O)(=O)N/N=C\c2ccc3c(c2)OCO3)cc1	3	5	8
Nc1ccc2cc3[nH]c4cc(N)ccc4c3nc2c1	-7	3	11
C=C1C(=O)O[C@H]2C[C@H]1[C@@H](OC(C)=O)C/C(C)=C/CC/C(C)=C\CC[C@]2(C)O	4	5	3
c1ccc(CN2CCC3CC2c2cc(N4CCOCC4)ccc23)cc1 (stereo not drawn)	0	0	14
Nc1ccccc1C(=O)Nc1cccc2ccccc12	3	0	-7
O=[N+]([O-])c1ccc(Cl)cc1C=NNc1ccccn1	-3	6	11
CCC(=O)c1ccc(OCC(=O)NNC(=O)c2cc(C)oc2C)cc1	0	1	0
CCCCC(=O)NC(c1ccc(Cl)cc1Cl)c1ccc2cccnc2c1O (stereo not drawn)	2	-2	6
O=C(O)Cc1cccc(=O)c(O)c1C(=O)O	13	1	20
OC(CSc1ccccc1)CN1CCN(c2ccc(Cl)cc2)CC1 (stereo not drawn)	-1	4	1
Cc1cn2c(N)c(C=C3C=C(Cl)C(=O)C(Cl)=C3)c(=O)nc2s1	6	9	35*
Cn1ncc2c(NCCO)nc(Cl)nc21	0	-4	-6
COc1ccc(S(=O)(=O)N(C)C)cc1NC(=O)C1CCN(c2ncnc3sc(C)c(C)c23)CC1	3	-2	3
O=C(NCc1cnn(-c2ccc(F)cc2)c1)C1CCC(=O)N(C2CC2)C1 (stereo not drawn)	4	1	12
Cc1ccc(Cl)c2c(N=Nc3ccccc3)c(O)[nH]c12	0	-3	5
c1ccc2n[nH]nc2c1	7	4	3
O=C(CC1Sc2ccccc2NC1=O)NNc1ccc(Cl)cc1Cl (stereo not drawn)	4	4	-4
CCCCN1CC(CO)Oc2cccc(F)c2S1(=O)=O (stereo not drawn)	-6	3	9
CN(C(=O)c1ccc(C#N)cc1)c1nnc(-c2ccccn2)s1	-5	1	11
CCOc1ccccc1-n1ccn(CC(=O)Nc2ccc(Br)cc2F)c(=O)c1=O	5	4	7
C(#Cc1ccc(C#CCN2CCCC2)cc1)CN1CCCC1	-3	-4	2
CCSc1nc2sc3c(c2c(=O)n1-c1ccc(C)cc1)CCN(C)C3	1	0	8
Cc1nnc2c3ccccc3ccn12	-3	-1	1
Cc1cccc(C)c1-c1ccc(CN2C(CC(C)C)C(=O)N(Cc3cn(CC4CCCCC4)nn3)CCS2(=O)=O)cc1 (stereo not drawn)	4	5	-4

An excerpt from above in order of length of the SMILES, lowest first.
SMILES	PAFAH2 inh	PAFAH1B2 inh	PAFAH1B3 inh
O=C(O)Cc1cccc(=O)c(O)c1C(=O)O	13	1	20
C(#Cc1ccc(C#CCN2CCCC2)cc1)CN1CCCC1	-3	-4	2
Cc1ccc(Cl)c2c(N=Nc3ccccc3)c(O)[nH]c12	0	-3	5
c1ccc(CN2CCC3CC2c2cc(N4CCOCC4)ccc23)cc1 (stereo not drawn)	0	0	14
CN(C(=O)c1ccc(C#N)cc1)c1nnc(-c2ccccn2)s1	-5	1	11
CCOc1ccccc1-n1ccn(CC(=O)Nc2ccc(Br)cc2F)c(=O)c1=O	5	4	7
COc1ccc(S(=O)(=O)N(C)C)cc1NC(=O)C1CCN(c2ncnc3sc(C)c(C)c23)CC1	3	-2	3

The main list resumes; the 4 compounds before the break are reprinted first.
SMILES	PAFAH2 inh	PAFAH1B2 inh	PAFAH1B3 inh
C(#Cc1ccc(C#CCN2CCCC2)cc1)CN1CCCC1	-3	-4	2
CCSc1nc2sc3c(c2c(=O)n1-c1ccc(C)cc1)CCN(C)C3	1	0	8
Cc1nnc2c3ccccc3ccn12	-3	-1	1
Cc1cccc(C)c1-c1ccc(CN2C(CC(C)C)C(=O)N(Cc3cn(CC4CCCCC4)nn3)CCS2(=O)=O)cc1 (stereo not drawn)	4	5	-4
Fc1cccc(-c2nnn3c2nc(Cl)c2ccccc23)c1	-8	-7	-10
COc1ccc(C(=O)Nc2nnc(-c3ccc(F)cc3)s2)c(OC)c1	-8	3	-2
Cc1ccccc1CNC(=O)c1ccccc1SCC(=O)NCc1ccco1	-3	3	-2
COc1cccc(C(=O)N2CCN(C3CCCCC3)CC2)c1	-1	-3	1
CCCCCCCCCCCn1nnnc1N	-6	4	10
N#C/C(=C\c1cccnc1)C(=O)Nc1ccc(S(N)(=O)=O)cc1	1	1	-4
O=S(=O)(c1ccccc1)N1CCSC1c1ccco1 (stereo not drawn)	4	7	-3
Cc1ccc(NC(=O)COC(=O)c2ccc(C)c(S(=O)(=O)N3CCOCC3)c2)cc1	71*	5	8
O=C(NCc1ccccc1)c1ccc(CN2CCC(Cc3ccccc3)CC2)cc1	-5	5	9
O=C(Nc1ccc(N2CCN(C(=O)c3cccs3)CC2)cc1)c1ccc([N+](=O)[O-])o1	7	7	9
COc1ccc(C)cc1N(CC(=O)NC1CCCC1)C(=O)Cn1nnc(-c2ccc(C)o2)n1	10	6	7
COc1ccccc1NC(=O)NCCc1ccccc1	-1	3	-2
C=CC[C@@H](CC(=O)N[C@H](CO)Cc1ccccc1)C(=O)N[C@H](COC(=O)[C@H](CC=C)CC(=O)OC(C)(C)C)Cc1c[nH]c2ccccc12	8	2	5
O=C(O)CCC(=O)c1ccc2sc3ccccc3c2c1	6	2	6
CC(=O)C12OC(C)(C)OC1CC1C3CCC4=CC(=O)C=CC4(C)C3(F)C(O)CC12C (stereo not drawn)	-4	0	3
CC(OC(=O)CC1Sc2ccccc2NC1=O)C(=O)N(C)Cc1ccccc1 (stereo not drawn)	3	0	4
CCOC(=O)N1CCN(C(=O)c2cc3cc(Cl)ccc3[nH]2)CC1	7	8	3
Cn1c(-c2ccccc2)cc(=O)n1-c1ccccc1	-2	0	2
CCCCN(C(=O)C1CCN(C(=O)c2ccccc2C)CC1)c1c(N)n(CC(C)C)c(=O)[nH]c1=O	-4	-3	3
CCc1ccccc1Nc1nc(N)nc(COC(=O)C2CCN(C(=O)c3ccc(F)cc3)CC2)n1	11	-3	5
c1ccc(C(=C2CCCO2)c2ccccc2)cc1	7	6	7
Cc1ccccc1OCC(=O)OCC(=O)N1CCc2ccccc21	6	-1	0
Cc1cc(-c2ccccc2)cc(=O)[nH]1	-3	8	12
COc1ccc(NC(=S)N2CCN(S(=O)(=O)c3ccc(OC)cc3)CC2)cc1	-10	0	8
COc1cccc(C(=O)Nc2ccc3c(C)cc(=O)oc3c2)c1	-8	2	-2
Next records
SMILES	PAFAH2 inh	PAFAH1B2 inh	PAFAH1B3 inh
COc1ccc(Cl)cc1NC(=O)c1cccc(-n2cnnn2)c1	3	-3	5
CCNc1nc(SCCOc2ccc(Cl)cc2Cl)nc(N(C)C)n1	1	6	10
CC(=O)c1ccc(NC(=O)[C@@]2(CC(=O)O)CC(/C=C/c3ccccc3)=NO2)cc1	-3	6	9
COc1ccccc1C=NNC(=O)c1ccncc1	-1	2	8
OC1CNc2c(ccc3ccccc23)C1 (stereo not drawn)	6	6	9
COc1ccc(Br)cc1CN(C)C(=O)c1ccccc1SCC(=O)N1CCCC1	5	-1	5
CC12CCC(=O)C=C1CCC1C2C(O)CC2(C)C(c3csc(N)n3)CCC12 (stereo not drawn)	4	2	-2
CNc1nc(=O)n(C2CCCO2)cc1C (stereo not drawn)	1	0	4
COc1cccc(N(CC(=O)NCCSCc2ccc(C)cc2)S(C)(=O)=O)c1	2	10	5
O=C(NC1CC1)c1cccc(NC(=O)C2CCN(S(=O)(=O)c3cccc(C(F)(F)F)c3)CC2)c1	2	5	6
CCN(CC(=O)Nc1ccc(NC(C)=O)cc1)C(=O)c1ccc(N2CCCC2)c([N+](=O)[O-])c1	0	6	-2
C=C1CSc2nc(=O)c3c(C)c(C)sc3n21	8	6	9
NC(=O)c1ccc(=O)n(C2OC(CO)C(O)C2O)c1 (stereo not drawn)	-2	3	9
CN(Cc1ccccc1)C(=O)c1cccc(NC(=O)Cc2ccc(NC(=O)C3CCN(S(=O)(=O)c4cccc([N+](=O)[O-])c4)CC3)cc2)c1	-22	-10	-23
COc1ccc(-c2ccc3c(c2)[C@@H]2C[C@H](N(C)C(=O)Nc4ccccc4)[C@H]([C@H](C)O)C(=O)N2CC3)cc1	6	5	5
COc1ccc(CCN2CC(C(=O)Nc3cc(S(C)(=O)=O)ccc3Cl)CC2=O)cc1OC (stereo not drawn)	-1	4	-1
COc1cccc(N2CC(C)Cn3c2nc2c3c(=O)[nH]c(=O)n2C)c1 (stereo not drawn)	-5	2	10
COc1ccc(-c2nnc(SCC(=O)NC3CCCCC3)n2N)cc1	11	-2	-5
O=C(NCc1ccccc1)C1CCCN(C(=O)c2ccc(F)cc2)C1 (stereo not drawn)	2	2	2
Cc1cc(C(=O)CSc2nnc(CCC(N)=O)n2C)c(C)n1C1CC1	-2	3	2
O=Cc1ccc(OCc2cn(CC(=O)c3ccc(O)cc3)nn2)cc1	-1	3	-1
Cc1cc(C)c(S(=O)(=O)N2CCN(C(=O)C3CC3)CC2)c(C)c1	4	6	7
O=C1C2CCCCN2C(=O)N1CCN1CCN(c2ccc(F)cc2)CC1 (stereo not drawn)	-1	2	7
CC(C)(C)OC(=O)N1CCC(C(=O)Nc2ccc(C(=O)NCCc3ccccc3)cc2)CC1	-5	2	2
C=CCn1c(N)c(C(=O)OC(C)CC)c2nc3ccccc3nc21 (stereo not drawn)	-8	-1	5
(listing goes on)
SMILES	PAFAH2 inh	PAFAH1B2 inh	PAFAH1B3 inh
CCCc1nnc(NS(=O)(=O)c2ccc(C)cc2)o1	-3	4	12
CN(c1ccccc1)S(=O)(=O)c1cccc(C(=O)Nc2ccc(N3CCOCC3)cc2)c1	4	11	12
C=CCn1c2ccccc2c2nnc(SCC(=O)Nc3c(C)n(C)n(-c4ccccc4)c3=O)nc21	13	5	-1
COc1ccc(C(=O)Cn2c(C(C)=O)nc3ccccc32)cc1	-2	0	6
CCOC(=O)c1nnsc1C(OC)Oc1ccccc1 (stereo not drawn)	2	0	-5
OCC1OC(Oc2c(Br)cc(Br)cc2Br)C(O)C(O)C1O (stereo not drawn)	2	6	0
NC(=O)c1cc(S(=O)(=O)N2CCOCC2)ccc1Sc1ccccc1N	1	3	3
COc1ccc(C(=O)NCC(=O)N2CCN(C(=O)c3ccco3)CC2)cc1OC	6	2	2
CCOC(=O)C1=C(CC)Nc2ccccc2N=C1NC(=O)c1ccc(OC)c(S(=O)(=O)N2CCOCC2)c1	6	6	3
COc1ccc(N2CC(C)Cn3c2nc2c3c(=O)n(CCc3ccccc3)c(=O)n2C)cc1 (stereo not drawn)	1	2	-1
